CHO parental Ca: counter-screen for OX1R antagonists: effect in parental CHO cells | inhibition, % at 5.6 µM | AID 463079 | 0.63% of 330,000 active | parental CHO-K1, ATP-induced calcium, Fluo-8 fluorescence;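 active means inhibition above that plate's mean sample inhibition plus 3 SD, cut at about 26% in these data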;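 further: 0% = ATP-challenged DMSO wells and 100% = DMSO wells without ATP; some compounds past the cut are filed as inactive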
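Measured by: calcium-sensitive Fluo-8 fluorescence / Test system: CHO parental line / Controls: ATP-challenged DMSO wells low, unchallenged DMSO wells high / Measure: % inhibition / Compound: single nominal dose of 5.6 µM per compound / Replicates: single well per compound, no replicates / Reagent: ATP as calcium-mobilizing challenge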
M1 PAM parental: nonselective activator or artifact in parental CHO-K1 calcium assay; AID 602247; ATP EC20, Fluo-8 calcium fluorescence; 0% at ATP EC20, 100% at ATP max; 0.02% of 360,000 active; activation, % at 3 µM;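 active means activation above the run cutoff, the mean activation of all test compounds plus 3 SD, cut at about 40% in these data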;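 further: peak over basal fluorescence ratio in a 140 s read after ATP addition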
CHO-K1 Ca antag: nonselective inhibitor or artifact in parental CHO-K1 cells; ATP-induced calcium, Fluo-8 fluorescence; AID 602250; inhibition, % at 3 µM; 0.6% of 360,000 active;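 active means inhibition above a per-plate cutoff, the plate's mean sample inhibition plus 3 SD, cut at about 24% in these data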;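 further: 0% = DMSO plus EC80 ATP and 100% = DMSO alone without ATP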
M1 ag: agonists of human M1 muscarinic receptor; P11229; CHO-K1 hM1, Fluo-8 calcium fluorescence, agonist mode; 0% DMSO, 100% acetylcholine EC100; activation, % at 3 µM; 0.33% of 360,000 active;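 active means activation above the run's mean compound activation plus 3 SD, cut at about 16% in these data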;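 further: peak over basal fluorescence ratio within a 140 s kinetic read after compound addition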
TAAR1 antag: human TAAR1 antagonism. CHO RD-HGA16 TAAR1, Fluo-8 calcium fluorescence, antagonist. inhibition, % at 3 µM. 1.5% of 360,000 active. AID 624466;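 active means inhibition above a per-plate cutoff, the mean inhibition of test compounds on that plate plus 3 SD, cut at about 49% in these data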;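 further: 0% = DMSO plus EC80 beta-PEA response and 100% = DMSO alone without agonist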
Target sequence (Q96RJ0 whole entry, looked up): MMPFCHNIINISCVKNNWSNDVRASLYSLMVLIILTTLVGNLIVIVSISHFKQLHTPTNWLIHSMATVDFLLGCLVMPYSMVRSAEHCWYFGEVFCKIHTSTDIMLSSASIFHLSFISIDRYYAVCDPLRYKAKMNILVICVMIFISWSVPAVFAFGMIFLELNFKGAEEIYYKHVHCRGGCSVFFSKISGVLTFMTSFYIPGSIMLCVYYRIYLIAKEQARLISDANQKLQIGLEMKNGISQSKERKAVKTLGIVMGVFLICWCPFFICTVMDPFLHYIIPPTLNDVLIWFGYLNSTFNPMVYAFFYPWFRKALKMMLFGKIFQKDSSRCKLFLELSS
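Test system: RD-HGA16 CHO cells with stable hTAAR1 and Gα16 / Probe or stimulus: EC80 β-phenethylamine stimulus / Times: seeding 17-24 h prior, 75-min 37 °C, 30-min RT dye loading / Detection: Fluo-8 calcium-sensitive fluorescence / Read-out basis: % inhibition scaled between DMSO and EC80 PEA controls / Repeats: singlicate, one well per test compound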
OXTR potentiate: potentiators of human oxytocin receptor; P30559; CHO-OTR cells, Fluo-8 calcium fluorescence, potentiator mode; 0% = oxytocin EC15, 100% = EC100; activation, % at 3 µM; 0.061% of 320,000 active; AID 2445;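 active means activation above that plate's cutoff, the mean activation of tested compounds plus 3 SD, cut at about 6.6% in these data, passing the limit was not always enough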;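 further: 100% uses oxytocin at 75 nM as the full agonist control; some results filed as inactive read as strong as hits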
Target sequence (P30559 whole entry, looked up): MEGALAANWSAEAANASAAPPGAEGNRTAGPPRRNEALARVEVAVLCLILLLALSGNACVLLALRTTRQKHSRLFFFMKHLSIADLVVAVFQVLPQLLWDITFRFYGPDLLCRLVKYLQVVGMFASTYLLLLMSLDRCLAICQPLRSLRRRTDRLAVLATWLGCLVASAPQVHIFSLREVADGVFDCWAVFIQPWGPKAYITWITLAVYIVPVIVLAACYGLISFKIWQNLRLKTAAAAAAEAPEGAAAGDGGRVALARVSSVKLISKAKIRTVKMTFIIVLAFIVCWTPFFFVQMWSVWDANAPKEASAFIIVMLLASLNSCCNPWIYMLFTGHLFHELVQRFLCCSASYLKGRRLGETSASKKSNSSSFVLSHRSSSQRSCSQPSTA
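System: human OTR in CHO cells / Also added: sub-maximal oxytocin, roughly EC15 / Control set: EC15 oxytocin low, 75 nM oxytocin high / Schedule: 6 min compound pre-incubation at room temperature, 100 s kinetic read / Compound: single-point 3.0 µM / Replication: singlicate / Technique: Fluo-8 calcium dye fluorescence / Read-out basis: % activation of max/min ratio relative to oxytocin controls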
TAAR1 agonist: human TAAR1 agonism | Q96RJ0 | CHO RD-HGA16 TAAR1, Fluo-8 calcium fluorescence; vehicle wells 0%, saturating PEA agonist 100% | activation, % at 3 µM | 0.99% of 360,000 active;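 active means activation above the mean activation of all test compounds in the run plus 3 SD, cut at about 38% in these data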
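Test system: RD-HGA16 (CHO) cells co-expressing Gα16 and hTAAR1 | Doses: Single dose, 3 µM | Schedule: 17-24 h seeding, 75 min 37 °C dye, 30 min RT | Evaluation: % activation from peak over basal fluorescence ratio, DMSO-to-PEA scaled | Technique: Kinetic Fluo-8 calcium fluorescence | Benchmarks: Low control DMSO, high control PEA (EC100)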
M1 antag: antagonists of human M1 muscarinic receptor. AID 588852. CHO-K1 hM1, Fluo-8 calcium fluorescence, ACh EC80 antagonist. inhibition, % at 3 µM. 1.3% of 360,000 active;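 active means percent inhibition above its own plate's cutoff, namely the mean of that plate's compound wells plus 3 SD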;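 further: peak over basal fluorescence ratio during 140 s after agonist addition; 0% = ACh EC80 plus DMSO and 100% = DMSO alone without agonist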
CHO-K1 Ca ag: nonselective activator or artifact in parental CHO-K1 cells; Fluo-8 calcium fluorescence; scaled to maximal ATP response, vehicle zero; activation, % at 3 µM; 0.48% of 360,000 active; in the data active means activation above about 15%;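 further: untransfected CHO-K1 host cells lacking M1 receptor as counterscreen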
Active calls of the source: *; / = no result given.

Value order: CHO parental Ca	M1 PAM parental	CHO-K1 Ca antag	M1 ag	TAAR1 antag	OXTR potentiate	TAAR1 agonist	M1 antag	CHO-K1 Ca ag
CCOc1ccc(/C=N/n2c(SC)nnc(C(C)(C)C)c2=O)cc1
    -10.3	22.4	-13.3	-5.8	0.9	-12.6	0.8	-6.9	0.3
c1ccc(CN2CCCC3(CCCN(Cc4nc(COc5ccccc5)no4)C3)C2)cc1 (configuration not stated)
    -16.4	25.1	-12.3	-9.7	-7.2	2.3	-1.8	60.1*	0.2
CCOC(=O)/C(C#N)=C/c1cn(CCC(=O)O)nc1-c1ccc(Br)cc1
    3.1	8.3	-9.9	-1.6	5.5	-1.9	5.7	-8.2	0.9
CC(=O)Nc1ccc(C(=O)N2CCCC(c3cc(C(=O)Nc4ccccc4)no3)C2)cc1 (configuration not stated)
    /	-3.4	4.5	-1.1	5.2	/	2.5	-6.9	1.4
NC(=O)C1CCN(CC(=O)Nc2ccc3c(c2)OCCO3)CC1
    12.4	0.7	-7.8	-1.5	-0.1	-2.5	2.5	1.4	-0.2
Cn1c(SCC(=O)NC(c2ccccc2)c2ccccc2)nnc1-c1cccs1
    -30.6	18.6	-6.6	-6.7	2.4	-7.3	5.0	-3.6	0.3
COC(=O)CCCCCNc1ccc(C(=O)OC)cc1N
    -32.1	14.9	-7.7	-3.9	13.8	-4.5	7.6	6.9	1.2
COc1ccc(N(CC(=O)N2CCCCC2)S(=O)(=O)c2ccccc2)c(OC)c1
    -17.3	-2.5	-5.4	-4.6	-21.8	-8.6	2.6	-25.7	-0.3
CCOC(=O)c1nnsc1NC(C)=O
    -10.9	-20.0	-29.4	-2.8	-5.3	-7.5	-0.1	-10.6	0.7
Cc1ccc(NC(=O)C(NS(=O)(=O)c2cccc3nsnc23)C(C)C)nc1 (configuration not stated)
    -16.9	-2.2	-1.5	-3.6	1.4	-1.2	1.4	-5.6	-0.1
COc1ccccc1/C=C/CN1CCCC(CCC(=O)NCc2ccc(F)c(F)c2)C1 (configuration not stated)
    -18.0	16.6	-8.2	-14.1	-4.5	-9.1	4.4	1.7	0.8
c1ccc(-c2nc3ccccc3c3nncn23)cc1
    -6.7	1.4	2.3	-3.3	-3.0	-9.4	9.0	-4.7	0.3
CCOC(=O)COc1cc(O)c2c(=O)cc(-c3ccccc3)oc2c1
    -13.1	-5.0	4.1	2.7	-9.6	-4.7	0.9	0.4	-0.2
O=C(NNC(=O)c1ccncc1)Nc1cccc([N+](=O)[O-])c1
    -7.0	-3.6	-0.1	-1.1	-9.8	-7.7	5.5	1.8	-0.1
N#C/C(=C/c1ccc(OCc2ccccc2)cc1)C(=O)NC1CCCCC1
    -11.4	30.9	-22.8	-2.5	-4.1	-5.9	2.1	-9.7	1.9
CCOC(=O)C1=C(C)Nc2ccccc2N/C1=N\S(=O)(=O)c1ccccc1
    /	-13.4	-2.3	-4.0	19.7	/	12.2	4.3	4.0
C/C(=C(\C#N)C(=O)NCCCN1CCOCC1)N(C)C
    -3.0	-7.3	9.1	-1.4	11.7	0.0	10.6	3.8	0.2
CCc1c(C)nc2ncnn2c1N1CCC(C(=O)Nc2cccc(C(C)=O)c2)CC1
    -16.9	23.6	-15.9	-6.8	10.9	-3.6	3.3	-0.9	1.5
CC(=O)C1CCC2C3CCC4CC(=O)CCC4(C)C3C(C)(O)CC12C (configuration not stated)
    /	20.2	-13.4	-9.1	1.2	/	-0.1	-20.4	0.8
CCOC(=O)[C@@H]1[C@H]2COc3cc(OC)ccc3[C@H]2N2C(=O)N(c3ccc(C(F)(F)F)cc3)C(=O)[C@@]12C
    -10.4	9.1	-3.6	-2.5	1.5	-1.1	6.7	0.0	-0.7
C=CC[n+]1c(-c2ccc(OCC)cc2)csc1NNC(=O)Nc1ccccc1
    -3.0	17.6	-11.9	-4.1	11.1	-11.2	-3.3	-1.0	4.9
CC(OC(=O)CN1C(=O)C2CCCCC2C1=O)C(=O)Nc1ncc(Cl)cc1Cl (configuration not stated)
    -10.6	-9.3	9.2	-3.0	1.7	-6.3	11.9	8.9	0.9
CCCCSc1nnc2c(n1)OC=Nc1ccccc1-2
    -1.4	10.2	-4.0	-2.9	8.9	-1.1	-0.5	3.3	0.2
CC1(C(=O)NCc2ccc3c(c2)OCO3)CCN1C(=O)C1(c2ccc(Cl)cc2)CC1 (configuration not stated)
    /	13.6	-7.3	-1.0	-20.5	/	1.0	-12.1	1.1
N#Cc1c(NC(=O)CSc2nc3ccccc3s2)sc2c1CCCC2
    -21.3	15.4	-4.0	-5.0	-3.2	-5.7	1.6	0.3	0.3
Nc1ccn([C@@H]2O[C@H](C(=O)NCC(F)(F)F)[C@@H](O)[C@H]2O)c(=O)n1
    /	2.6	16.4	-6.5	-9.3	/	1.1	-10.5	0.2
O=C(O)C1CCC1C(=O)Nc1nc(-c2ccc(Cl)s2)cs1 (configuration not stated)
    -1.6	10.6	-3.9	-5.2	-5.0	-9.4	0.2	-1.4	0.0
Cc1oc(C(C)(C)C)cc1C(=O)Nc1ccc2c(c1)OCCO2
    -5.3	14.3	-3.0	-2.9	-4.0	-6.7	0.2	-4.0	-0.1
COc1cc(NC(=O)Cn2cnc(S(=O)(=O)N3CCOCC3)c2)cc(OC)c1OC
    -6.7	21.7	-13.6	-1.5	-5.2	0.2	1.9	-8.3	0.9
CCCCC/C=N\NC(=O)Cc1ccc([N+](=O)[O-])cc1
    -7.9	29.1	-6.5	-12.6	-8.8	-1.3	2.0	-0.3	1.4
N/C(=N\OC(=O)c1ccco1)c1ccc(Br)cc1
    9.1	25.5	-15.6	-3.5	4.4	-1.3	13.4	-7.3	0.4
Cc1ccc(OCC(=O)Nc2cccc3ccccc23)c([N+](=O)[O-])n1
    -15.0	14.1	-13.7	-1.3	11.6	-1.9	1.7	-11.5	0.8
CC1(c2nc3ccccc3[nH]2)CCC(=O)N1Cc1ccc(F)cc1 (configuration not stated)
    /	12.6	8.0	-7.3	-6.5	/	0.3	-1.8	0.3
COCCNCCCOc1ccc(Br)cc1Cl
    5.5	17.0	-6.8	-9.1	-4.5	-8.8	5.3	-0.4	1.4
Cc1ccc(C)c(OCCC(=O)N(C)CC(=O)Nc2c(C)cccc2C)c1
    -20.9	-9.1	5.1	-1.9	-8.4	1.7	0.0	-7.8	0.2
CCC(C)n1c(SCC(=O)NC2CCCC2)nc2ccccc2c1=O (configuration not stated)
    -27.7	19.6	-3.7	-3.9	-3.1	9.4	5.0	-3.5	0.8
N#CCSc1nnc(Cc2cccs2)n1C1CCCCC1
    -7.5	25.7	-15.5	-2.3	-1.7	-19.3	4.6	-10.7	0.9
Cc1cc(CNC(=O)C2CCC(=O)N(Cc3ccccc3F)C2)on1 (configuration not stated)
    1.7	22.9	-7.9	-1.8	-7.7	-6.3	0.8	-12.0	1.4
COc1ccc(NC(=O)CCCC(=O)NCCc2ccc(OC)c(OC)c2)cc1
    -4.2	8.5	-6.9	-1.0	3.8	-8.1	0.0	-16.8	0.1
CCOC(=O)C1CCN(S(=O)(=O)c2ccc(CNC(=O)c3ccccc3)s2)CC1
    -16.6	12.9	-1.0	2.2	2.2	-20.4	3.3	0.8	3.4
O=C(c1ccco1)N1CCN(C(c2cccs2)c2nnnn2C2CCCC2)CC1 (configuration not stated)
    -20.7	22.2	-11.2	-6.0	15.2	-13.5	12.0	0.0	0.8
CC(=O)NC(CC(=O)Nc1cccc(S(=O)(=O)N2CCOCC2)c1)c1ccccc1 (configuration not stated)
    /	-3.2	-3.9	-3.3	-2.0	/	1.1	1.6	0.7
COCCn1c(SCC(=O)NC(=O)NC(C)C)nc2ccccc21
    -13.1	-12.0	10.3	-2.5	-3.6	-3.0	6.4	-9.7	-0.4
COc1cc(C2=NOC(C(=O)Nc3cccnc3)C2)cc(OC)c1OC (configuration not stated)
    -12.0	19.8	-7.1	-6.2	1.6	1.4	9.4	-4.6	2.0
O=C(Nc1cccc(Cl)c1Cl)c1csc([C@H]2C[C@H](O)[C@@H](CO)O2)n1
    /	-6.6	4.4	2.2	8.6	/	9.3	-0.4	4.8
Cc1cc(C)cc(C(=O)OCC(=O)NCc2ccco2)c1
    -11.5	29.3	-16.3	-4.9	-14.7	-1.9	-1.0	-14.3	-0.6
Cc1noc(NS(=O)(=O)c2ccc(NC(=O)c3ccoc3C)cc2)c1C
    -1.5	13.7	-14.5	-0.6	3.6	-14.7	1.3	-19.2	0.0
COc1ccc(/C(O)=C2/C(=O)C(=O)N(c3ncccn3)C2c2ccc(OC)c(OC)c2)cc1 (configuration not stated)
    -6.0	-9.8	15.9	-3.0	-3.3	-4.4	9.2	2.6	0.0
CSc1nc(Cc2ccccc2)nc2ccccc12
    -10.8	-5.1	24.0*	-5.6	-8.7	-5.6	17.7	9.8	-0.7

Screening results: PubChem BioAssay, The Scripps Research Institute Molecular Screening Center
